Screening data from PubChem.
CTSL1 counter: counter-screen for PFM18AAP inhibitors: inhibitors of F. hepatica cathepsin L1. recombinant F. hepatica cathepsin L1, Z-Leu-Arg-MCA fluorescence. inhibition, % at 5.96 µM. actives 0.49% (n = 300,000);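 active means inhibition above the mean of all tested compounds plus 3 SD, set per screening campaign, cut at about 17% in these data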;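 further: 0% = plate median of test compound wells and 100% = 1 µM Z-Phe-Ala-diazomethylketone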
proCasp3 act: activators of human procaspase-3; P42574; recombinant procaspase-3 D3A, Ac-DEVD-pNA absorbance 405 nm; activation, % at 8.5 µM; actives 0.11% (n = 330,000); AID 463141;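 active means activation above the mean of all tested compounds plus 3 SD, cut at about 21% in these data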;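 further: 0% = DMSO alone and 100% = DMSO wells spiked with extra 5 µM PC-3 D3A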
Target sequence (P42574 whole entry D9A/D28A/D175A): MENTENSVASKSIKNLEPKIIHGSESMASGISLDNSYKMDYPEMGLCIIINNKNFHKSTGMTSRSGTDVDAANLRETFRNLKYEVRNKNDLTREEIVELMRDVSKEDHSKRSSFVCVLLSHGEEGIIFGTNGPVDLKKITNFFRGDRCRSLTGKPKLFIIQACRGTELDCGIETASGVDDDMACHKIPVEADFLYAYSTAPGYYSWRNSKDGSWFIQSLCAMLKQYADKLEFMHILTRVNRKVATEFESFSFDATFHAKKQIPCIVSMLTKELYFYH
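Evaluation: percent activation relative to control range; Material: Procaspase-3 D3A mutant, all three cleavage aspartates alanine; Compound: single dose, 8.5 µM nominal compound, 0.8% DMSO; Replication: one well per compound; Signal: absorbance at 405 nm, 0 and 120 min; Schedule: 1 h preincubation plus 2 h reaction at 25 °C.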
proCasp7 act: counter-screen for procaspase-3 activators: activators of human procaspase-7; activation, % at 8.5 µM; P55210; AID 463210; actives 0.093% (n = 330,000); recombinant procaspase-7, Ac-DEVD-pNA absorbance 405 nm; D23A/D198A/D206A triple mutant, cannot self-cleave; scale: DMSO 0, 5 µM enzyme 100;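 active means percent activation above the screen-wide mean plus 3 SD, cut at about 25% in these data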
Target sequence (P55210 whole entry D23A/D198A/D206A): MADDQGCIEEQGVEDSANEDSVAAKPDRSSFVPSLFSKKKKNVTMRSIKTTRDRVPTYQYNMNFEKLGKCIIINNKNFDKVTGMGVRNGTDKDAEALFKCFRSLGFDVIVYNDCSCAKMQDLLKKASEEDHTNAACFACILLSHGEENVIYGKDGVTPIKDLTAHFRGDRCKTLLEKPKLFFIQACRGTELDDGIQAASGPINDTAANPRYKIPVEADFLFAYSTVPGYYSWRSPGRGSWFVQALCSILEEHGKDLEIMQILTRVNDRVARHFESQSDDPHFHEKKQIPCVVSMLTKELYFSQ
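signal = Epi-absorbance of released pNA at 405 nm, two timepoints | assay system = Uncleavable procaspase-7 mutant enzyme | reagent = Ac-DEVD-pNA substrate, 400 µM as added | times = 1 h enzyme–compound preincubation and 2 h substrate reaction, both 25 °C | benchmarks = low DMSO alone, high DMSO plus 5 µM PC-7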
HCV core dimer: HCV core protein dimerization inhibition. actives 0.33% (n = 300,000). TR-FRET GST/Flag-core106 dimerization, 1536-well. AID 1899. inhibition, % at 5 µM;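 active means inhibition above the mean of all tested compounds plus 3 SD, set per screening campaign, cut at about 45% in these data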
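Assay system: GST-tagged and Flag-tagged HCV core protein residues 1-106 / Times: compound-protein-antibody incubation 4 h at 22.5 °C / Signal: time-resolved FRET, ex 340 nm, em 617 and 671 nm / Evaluation: % inhibition based on acceptor/donor emission ratio / Benchmarks: wells lacking GST-core106 and wells with excess unlabelled core106 / Repeats: singlicate, one well per compound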
Efflux pump mplx: inhibitors of Candida antifungal efflux pumps expressed in yeast; S. cerevisiae Candida pump triplex, Nile Red efflux; inhibition, % at 10 µM; actives 0.44% (n = 330,000); AID 485275;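 active means plate passing quality check with inhibition over a set limit, or well fluorescence over plate mean plus 4 SD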;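 further: Nile Red retained in pooled yeast measured as flow cytometry median fluorescence; 0% = buffer negative control and 100% = Enniatin B positive control; higher means more Nile Red kept so more efflux inhibition; some compounds called inactive have numbers as strong as hits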
PP1 counter: blocks human PP1-alpha phosphatase, a PP5 counter-screen; P62136; purified PP1alpha, OMFP fluorescence; inhibition, % at 6.7 µM; actives 0.9% (n = 320,000); AID 2235;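 active means inhibition above the mean inhibition of all tested compounds plus 3 SD, computed separately for each screening campaign, cut at about 15% in these data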
JMJD2C inh: blocks human GASC-1 demethylase activity; GST-JMJD2C(1-420) H3K9me3 demethylation, DELFIA europium; inhibition, % at 2.35 µM; actives 0.069% (n = 330,000); AID 2099;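 active means more than half of a compound's replicate wells show inhibition beyond 50%, single wells judged on their own value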;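 further: signal counts dimethyl H3K9 product captured on neutravidin plate; 0% = median of DMSO wells and 100% = 0.3 times that DMSO median; strong numbers were not always called active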
PP5 inh: blocks human protein phosphatase 5 activity; inhibition, % at 6.7 µM; purified PP5c, OMFP substrate fluorescence; P53041; actives 0.18% (n = 320,000);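 active means inhibition above the campaign's mean inhibition across all tested compounds plus 3 SD, cut at about 9.5% in these data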;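 further: 0% = DMSO only and 100% = 100 µM cantharidin control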
Target sequence (P53041 whole entry, looked up): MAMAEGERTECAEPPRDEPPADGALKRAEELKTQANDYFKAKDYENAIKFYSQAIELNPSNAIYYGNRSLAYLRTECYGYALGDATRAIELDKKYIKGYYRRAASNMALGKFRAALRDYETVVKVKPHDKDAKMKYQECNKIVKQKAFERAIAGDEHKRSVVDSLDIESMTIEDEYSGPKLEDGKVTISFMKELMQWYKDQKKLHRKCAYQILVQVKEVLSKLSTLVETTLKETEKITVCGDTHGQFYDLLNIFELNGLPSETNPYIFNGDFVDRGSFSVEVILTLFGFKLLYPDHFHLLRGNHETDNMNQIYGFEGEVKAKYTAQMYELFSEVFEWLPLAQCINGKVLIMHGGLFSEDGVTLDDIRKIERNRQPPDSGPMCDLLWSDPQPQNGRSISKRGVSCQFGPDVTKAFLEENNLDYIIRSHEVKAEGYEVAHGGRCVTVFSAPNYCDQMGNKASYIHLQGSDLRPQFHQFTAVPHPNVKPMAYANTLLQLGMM
TPT1 inh: inhibitors of Candida albicans tRNA 2'-phosphotransferase TPT1 | recombinant caTPT1, FP RNA substrate dephosphorylation | inhibition, % at 5 µM | actives 0.81% (n = 300,000) | AID 1962;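 active means inhibition above the mean of all tested compounds plus 3 SD, set per screening campaign, cut at about 24% in these data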;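 further: plate controls were DMSO alone for no effect and ferristatin control at 100 nM for full effect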
Active calls of the source: *.

`O=C(CCn1cccc1)NCc1ccccc1` gave CTSL1 counter -1, proCasp3 act -5, proCasp7 act 0, HCV core dimer 0, Efflux pump mplx -0.1, PP1 counter -1, JMJD2C inh -2, PP5 inh -0.6 and TPT1 inh -2.
Screening Cc1ccc2ncc(S(=O)(=O)c3ccccc3)c(N3CCCCC3C)c2c1 (stereo unspecified) returned CTSL1 counter 4, proCasp3 act 3, proCasp7 act -4, HCV core dimer 9, Efflux pump mplx 0.4, PP1 counter 2, JMJD2C inh -4, PP5 inh 3.3 and TPT1 inh -1.
For O=C1CC(c2ccccc2)=Nc2ccccc2N1 the results were CTSL1 counter 13, proCasp3 act -2, proCasp7 act -3, HCV core dimer -2, Efflux pump mplx -0.1, PP1 counter -4, JMJD2C inh -6, PP5 inh 1.3 and TPT1 inh 3.
CCC(C)NS(=O)(=O)c1ccc(NC(=O)c2ccc([N+](=O)[O-])cc2Cl)cc1 (stereo unspecified) was read as CTSL1 counter 2, proCasp3 act 8, proCasp7 act -2, HCV core dimer -3, Efflux pump mplx -0.1, PP1 counter -1, JMJD2C inh 9, PP5 inh 3.6 and TPT1 inh -6.
Screening COc1ccccc1/C=C/C(=O)NC(=S)N1CCOCC1 returned CTSL1 counter 3, proCasp3 act -10, proCasp7 act 4, HCV core dimer 0, Efflux pump mplx 0.1, PP1 counter -2, JMJD2C inh -3, PP5 inh 0.5 and TPT1 inh -2.
CC(OC(=O)c1ccc2c(c1)S(=O)(=O)c1ccccc1C2=O)C(N)=O (stereo unspecified) was read as CTSL1 counter 1, proCasp3 act -5, proCasp7 act -3, HCV core dimer -2, Efflux pump mplx 0.2, PP1 counter 6, JMJD2C inh 8, PP5 inh 0.7 and TPT1 inh 3.
C1CCN=C(Nc2nn[nH]n2)CC1 was read as CTSL1 counter -2, proCasp3 act -4, proCasp7 act 3, HCV core dimer -6, Efflux pump mplx -0.1, PP1 counter -3, JMJD2C inh -8, PP5 inh -0.9 and TPT1 inh -13.
`CSc1ncccc1C(=O)OCC(=O)N1CCN(C(=O)c2ccco2)CC1` gave proCasp3 act -8, proCasp7 act 5, Efflux pump mplx -0.3 and JMJD2C inh -8.
CCOC(=O)N1CCN(C(=O)Cn2nc(C)n3nc(-c4ccccc4)cc3c2=O)CC1 was read as CTSL1 counter 1, proCasp3 act 2, proCasp7 act 2, HCV core dimer -3, Efflux pump mplx 0.2, PP1 counter -3, JMJD2C inh -11, PP5 inh 3.1 and TPT1 inh 0.
Screening Cc1cccc(NC(=O)c2cccc(NC3=NC4CS(=O)(=O)CC4S3)c2)c1 (stereo unspecified) returned CTSL1 counter 5, proCasp3 act 6, proCasp7 act 8, HCV core dimer -13, Efflux pump mplx -0.1, PP1 counter -1, JMJD2C inh 20, PP5 inh 1.5 and TPT1 inh 1.
Screening CC(NC(=O)c1ccco1)c1ccc2c(c1)OCO2 (stereo unspecified) returned CTSL1 counter -1, proCasp3 act 5, proCasp7 act -8, HCV core dimer -3, Efflux pump mplx -0.2, PP1 counter -2, JMJD2C inh 9, PP5 inh 0.0 and TPT1 inh -1.
`Cc1ccc(SCC2CNc3nc4ccccc4c(=O)n32)c(C)c1` (stereo unspecified) gave CTSL1 counter 0, proCasp3 act -11, proCasp7 act 10, HCV core dimer -3, Efflux pump mplx 0.0, PP1 counter -4, JMJD2C inh 7, PP5 inh 0.7 and TPT1 inh 5.
For O=C(NCc1ccccc1)C(c1cccnc1)N(Cc1ccco1)C(=O)c1ccccn1 (stereo unspecified) the results were CTSL1 counter -1, proCasp3 act -4, proCasp7 act -1, HCV core dimer 1, Efflux pump mplx 0.1, PP1 counter -2, JMJD2C inh 12, PP5 inh 1.8 and TPT1 inh -7.
`CCN(C(=O)CN1C(=O)COc2ccc(S(=O)(=O)N3CCCCCC3)cc21)c1cccc(C)c1` gave CTSL1 counter 0, proCasp3 act 3, proCasp7 act 11, HCV core dimer 21, Efflux pump mplx 0.1, PP1 counter -1, JMJD2C inh 0, PP5 inh 2.2 and TPT1 inh -4.
COc1cc(C(=O)NCCC2=CCCCC2)ccc1OCc1c(C)noc1C was read as proCasp3 act 6, proCasp7 act -9, Efflux pump mplx -0.1, PP1 counter 1, JMJD2C inh 0 and PP5 inh 0.9.
`O=C(Nc1nc2cc3c(cc2s1)OCCO3)c1cccc(N2C(=O)CCC2=O)c1` gave CTSL1 counter -1, proCasp3 act 3, proCasp7 act -3, HCV core dimer -4, Efflux pump mplx 0.0, PP1 counter 4, JMJD2C inh -3, PP5 inh 3.1 and TPT1 inh -2.
`CC(C(=O)O)C(=O)O` gave CTSL1 counter -4, proCasp3 act 2, proCasp7 act 3, HCV core dimer 2, Efflux pump mplx -0.1, PP1 counter -9, PP5 inh 1.9 and TPT1 inh -1.
`CCOC(=O)C1(Cc2cccc(OC)c2)CCCN(Cc2c(C)nn(C(C)C)c2C)C1` (stereo unspecified) gave CTSL1 counter -2, proCasp3 act 2, proCasp7 act 10, HCV core dimer 3, Efflux pump mplx -0.1, PP1 counter -1, JMJD2C inh 2, PP5 inh 0.4 and TPT1 inh -4.
Cc1ccc(NC(=O)N2CCc3ccccc32)cc1C was read as CTSL1 counter -3, proCasp3 act -7, proCasp7 act 1, HCV core dimer -4, Efflux pump mplx 0.3, PP1 counter 5, JMJD2C inh 6, PP5 inh 3.1 and TPT1 inh -2.
For COc1ccc([N+](=O)[O-])cc1NC(=O)CCNC(=O)Cn1ccc2ccccc2c1=O the results were CTSL1 counter 2, proCasp3 act 0, proCasp7 act 4, HCV core dimer -2, Efflux pump mplx -0.1, PP1 counter -3, JMJD2C inh -13, PP5 inh -1.0 and TPT1 inh -3.

Pulled by structure from the list above, 2 records:
`CSc1ncccc1C(=O)OCC(=O)N1CCN(C(=O)c2ccco2)CC1` gave proCasp3 act -8, proCasp7 act 5, Efflux pump mplx -0.3 and JMJD2C inh -8.
Screening Cc1cccc(NC(=O)c2cccc(NC3=NC4CS(=O)(=O)CC4S3)c2)c1 (stereo unspecified) returned CTSL1 counter 5, proCasp3 act 6, proCasp7 act 8, HCV core dimer -13, Efflux pump mplx -0.1, PP1 counter -1, JMJD2C inh 20, PP5 inh 1.5 and TPT1 inh 1.

Remaining list, next part.
CC(=O)N1CCN(C(=O)Nc2cccc(C(F)(F)F)c2)CC1 was read as CTSL1 counter -4, proCasp3 act 2, proCasp7 act -1, HCV core dimer 0, Efflux pump mplx 0.0, PP1 counter -5, JMJD2C inh 3, PP5 inh 0.9 and TPT1 inh -5.
For COc1ccc(NS(=O)(=O)c2cc(NC(=O)c3cccnc3Cl)ccc2N2CCCC2)cc1 the results were CTSL1 counter -4, proCasp3 act -1, proCasp7 act 1, HCV core dimer 8, Efflux pump mplx 0.5*, PP1 counter -3, JMJD2C inh -9, PP5 inh 2.8 and TPT1 inh 0.
`CC(C)Oc1ccc(C(=O)Nc2nc3ccccc3[nH]2)cc1` gave CTSL1 counter 2, proCasp3 act -1, proCasp7 act 2, HCV core dimer 7, Efflux pump mplx -0.2, PP1 counter -1, JMJD2C inh 0, PP5 inh -2.2 and TPT1 inh -1.
For O=C(CSc1nc2ncc(Cl)cc2[nH]1)Nc1cccc(F)c1 the results were CTSL1 counter 0, proCasp3 act -4, proCasp7 act -1, HCV core dimer -2, Efflux pump mplx -0.3, PP1 counter -2, JMJD2C inh -3, PP5 inh 2.3 and TPT1 inh -1.
For CCCOC(=O)Nc1ccc(S(=O)(=O)Nc2ncccn2)cc1 the results were CTSL1 counter -1, proCasp3 act 7, proCasp7 act 7, HCV core dimer 1, Efflux pump mplx 0.1, PP1 counter -1, JMJD2C inh -1, PP5 inh 0.6 and TPT1 inh 4.
`O=C(/C=C\c1ccc2c(c1)OCO2)Nc1nnc(SCC(=O)OCc2ccccc2)s1` gave CTSL1 counter 0, proCasp3 act 0, proCasp7 act -6, HCV core dimer 16, Efflux pump mplx -0.6, PP1 counter 2, JMJD2C inh 5, PP5 inh 0.6 and TPT1 inh 1.
Screening COC(=O)[C@H](CCSC)NC(=O)Cn1ccc(NC(=O)OCc2ccccc2)nc1=O returned proCasp3 act 4, proCasp7 act -2, Efflux pump mplx -0.3, PP1 counter 0, JMJD2C inh 1 and PP5 inh 0.5.
`O=C(NNC(=O)c1sc2cccc(Cl)c2c1Cl)NC1CCCCC1` gave CTSL1 counter 0, proCasp3 act -5, proCasp7 act -16, HCV core dimer 14, Efflux pump mplx 0.4, PP1 counter 1, JMJD2C inh -7, PP5 inh 3.8 and TPT1 inh 5.
CC(C)n1nnnc1-c1ccc(Cl)cc1 was read as CTSL1 counter 1, proCasp3 act 5, proCasp7 act 4, HCV core dimer -2, Efflux pump mplx 0.2, PP1 counter -2, JMJD2C inh -5, PP5 inh 2.5 and TPT1 inh -1.
`Nc1ncccc1OCc1ccc(Br)cc1` gave CTSL1 counter 1, proCasp3 act 3, proCasp7 act 2, HCV core dimer -3, Efflux pump mplx -0.1, PP1 counter -3, JMJD2C inh 10, PP5 inh -0.6 and TPT1 inh -2.
For Cc1cccc(NC(=O)CS(=O)(=O)c2cn(C)c3ccccc23)c1C the results were CTSL1 counter -3, proCasp3 act -4, proCasp7 act -5, HCV core dimer 1, Efflux pump mplx 0.2, PP1 counter 1, JMJD2C inh -3, PP5 inh 1.3 and TPT1 inh 2.
Screening COc1ccc(C2(C(N)=O)CCCCC2)cc1OC returned CTSL1 counter -2, proCasp3 act 6, proCasp7 act -1, HCV core dimer -3, Efflux pump mplx -0.1, PP1 counter -5, JMJD2C inh 1, PP5 inh -1.8 and TPT1 inh -2.
For CCCCOc1ccc(CSc2ncn[nH]2)cc1 the results were CTSL1 counter 4, proCasp3 act 9, proCasp7 act -7, HCV core dimer 2, Efflux pump mplx 0.0, PP1 counter 1, JMJD2C inh -4, PP5 inh 2.5 and TPT1 inh -6.
COc1cc(C(=O)N2CCC(N3CCCCCC3)CC2)cc(OC)c1OC was read as CTSL1 counter -1, proCasp3 act 2, proCasp7 act -3, HCV core dimer -2, Efflux pump mplx 0.2, PP1 counter 0, JMJD2C inh -10, PP5 inh 3.1 and TPT1 inh 1.
For COc1ccc([C@H]2CC(=O)C=C(c3ccc(C)c([N+](=O)[O-])c3)C2)cc1 the results were proCasp3 act 7, proCasp7 act 3, Efflux pump mplx 0.0, PP1 counter 4, JMJD2C inh -2 and PP5 inh 2.9.
`O=C(O)CCCC(=O)NCCc1cccc(Cl)c1` gave CTSL1 counter -2, proCasp3 act 8, proCasp7 act 6, HCV core dimer -2, Efflux pump mplx -0.2, PP1 counter -2, JMJD2C inh 8, PP5 inh 2.6 and TPT1 inh -1.
